CHRM4 agonist = agonists of human muscarinic M4 receptor (CHRM4); activation, % at 3 µM; hit rate 0.14% among 360,000; AID 624127; CHO-K1 hM4/Gqi5, Fluo-8 calcium fluorescence; vehicle 0%, full acetylcholine response 100%;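 active = activation above the run mean over all test wells plus 3 SD, cut at about 32% in these data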;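 also: peak over basal fluorescence ratio per well then scaled between controls; 0% = DMSO wells and 100% = acetylcholine at EC100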
M5 ag = CHRM5 agonism in calcium assay | P08912 | CHO-K1 hM5 cells, Fluo-8 calcium fluorescence; 0% DMSO wells, 100% maximal acetylcholine response | activation, % at 3 µM | hit rate 0.19% among 360,000 | AID 624037;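 active = activation above the run's mean over test compounds plus 3 SD, cut at about 23% in these data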;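 also: signal is peak over basal fluorescence ratio across the kinetic read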
Target sequence (P08912 whole entry, looked up): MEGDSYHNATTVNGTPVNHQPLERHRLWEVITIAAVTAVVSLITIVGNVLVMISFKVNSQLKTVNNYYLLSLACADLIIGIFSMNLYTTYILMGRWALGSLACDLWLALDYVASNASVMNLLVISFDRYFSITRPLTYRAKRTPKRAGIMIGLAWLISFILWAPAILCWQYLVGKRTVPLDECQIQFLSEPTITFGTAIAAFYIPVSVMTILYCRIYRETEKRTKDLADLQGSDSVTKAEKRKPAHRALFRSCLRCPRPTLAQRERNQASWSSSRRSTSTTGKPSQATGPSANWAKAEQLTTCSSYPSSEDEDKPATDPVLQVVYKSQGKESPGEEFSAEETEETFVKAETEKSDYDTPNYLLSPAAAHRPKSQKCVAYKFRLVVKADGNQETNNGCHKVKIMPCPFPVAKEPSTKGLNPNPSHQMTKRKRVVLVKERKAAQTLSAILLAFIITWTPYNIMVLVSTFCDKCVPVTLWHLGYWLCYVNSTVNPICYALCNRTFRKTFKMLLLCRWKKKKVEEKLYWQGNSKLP
M1 PAM = positive allosteric modulators of human M1 muscarinic receptor; AID 588819; P11229; activation, % at 3 µM; hit rate 0.088% among 360,000; CHO-K1 hM1, Fluo-8 calcium fluorescence, ACh EC20; 0% = ACh EC20, 100% = maximal ACh; in the data active = activation above about 19%, passing the limit was not always enough
Target sequence (P11229 whole entry, looked up): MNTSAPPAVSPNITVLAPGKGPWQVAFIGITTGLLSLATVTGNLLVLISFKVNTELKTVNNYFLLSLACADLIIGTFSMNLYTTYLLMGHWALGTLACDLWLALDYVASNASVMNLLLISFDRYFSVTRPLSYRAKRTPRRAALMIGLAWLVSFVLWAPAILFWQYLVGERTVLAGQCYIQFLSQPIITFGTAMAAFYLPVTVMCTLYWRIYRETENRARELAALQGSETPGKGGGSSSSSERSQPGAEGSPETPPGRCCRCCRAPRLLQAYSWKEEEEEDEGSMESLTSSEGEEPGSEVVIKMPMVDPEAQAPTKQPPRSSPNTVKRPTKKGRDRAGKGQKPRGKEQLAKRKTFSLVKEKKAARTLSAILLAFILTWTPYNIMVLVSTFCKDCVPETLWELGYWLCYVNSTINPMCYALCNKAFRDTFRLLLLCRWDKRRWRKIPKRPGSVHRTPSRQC
CRFBP-R2 agonist = agonists of human CRF-binding protein/CRF-R2 receptor complex; hit rate 0.46% among 350,000; activation, % at 13.2 µM; HEK293 CRF-R2/CRF-BP, calcium dye fluorescence (FLIPR); percent of saturating CRF peptide response;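 active = activation of at least 50%, plus an integration ratio under a set limit after plate pattern correction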;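 also: plate controls were neutral control wells without compound for no effect and CRF at EC100 for full effect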
CHRM4 PAM = potentiates acetylcholine response at human M4 receptor; CHO-K1 hM4/Gqi5, Fluo-8 calcium fluorescence, ACh EC20; 0% = ACh EC20, 100% = maximal ACh; activation, % at 3 µM; hit rate 0.4% among 360,000; AID 624126;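 active = activation above its plate's cutoff, the mean activation of sample wells plus 3 SD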; also: some results filed as inactive read as strong as hits
M5 PAM = positive allosteric modulators of human muscarinic M5 receptor | P08912 | CHO-K1 hM5, Fluo-8 calcium, ACh EC20 PAM; 0% = ACh EC20, 100% = ACh EC100 | activation, % at 3 µM | hit rate 0.3% among 360,000;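 active = activation above the run cutoff, the mean activation of all test compounds plus 3 SD, cut at about 18% in these data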
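System – CHO-K1 hM5 cells · Compound – 3 µM, single dose · Incubation – compound preincubation 140 s before EC20 acetylcholine addition · Technique – Fluo-8 calcium fluorescence · Measure – Max/basal fluorescence ratio as % of EC20–EC100 ACh window · Benchmarks – low control EC20 acetylcholine (0%), high control EC100 acetylcholine (100%) · Replication – singlicate, one well per test compound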
M5 antag = blocks acetylcholine activation of human M5 receptor; hit rate 0.59% among 360,000; CHO-hM5 cells, Fluo-8 calcium fluorescence, ACh EC80; inhibition, % at 3 µM;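 active = inhibition above a per-plate cutoff, the mean of that plate's test compounds plus 3 SD, cut at about 27% in these data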;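 also: 0% = acetylcholine EC80 with DMSO and 100% = DMSO without agonist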
CRFR2-BP antag = blocks CRF-induced signaling of the CRF-BP/CRF-R2 complex | HEK293 CRF-R2/CRF-BP, CRF-induced calcium fluorescence | inhibition, % at 11.8 µM | hit rate 0.59% among 350,000 | AID 588475;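 active = inhibition of the ligand-induced calcium signal above about 50% at the single tested concentration, limit read from the data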
M4 antag = antagonists of human muscarinic M4 receptor (CHRM4); P08173; hit rate 0.73% among 360,000; CHO-hM4 cells, ACh EC80, Fluo-8 calcium fluorescence; inhibition, % at 3 µM;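 active = inhibition above its plate's cutoff, the mean inhibition of sample wells plus 3 SD, cut at about 27% in these data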;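 also: 0% = acetylcholine EC80 with DMSO and 100% = DMSO without agonist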
* hit, by the source's call.

How did CCN(c1ccccc1)S(=O)(=O)c1ccc(Cl)c(C(=O)NCCc2ccc(OC)cc2)c1 do in these assays?
CHRM4 agonist: 1; M5 ag: -3; M1 PAM: -4; CRFBP-R2 agonist: -2.5; CHRM4 PAM: -4; M5 PAM: 0; M5 antag: -10; CRFR2-BP antag: 38; M4 antag: 5

How did NC(=O)CN1C(=O)NC(c2ccccc2)(c2ccccc2)C1=O do in these assays?
CHRM4 agonist: 0; M5 ag: -1; M1 PAM: 2; CRFBP-R2 agonist: -1.1; CHRM4 PAM: 5; M5 PAM: 0; M5 antag: 10; CRFR2-BP antag: 3; M4 antag: -2

What do the screens show for `Cc1cc(F)ccc1-c1cc(C(=O)NCc2cccs2)[nH]n1`?
CHRM4 agonist: 2; M5 ag: 0; M1 PAM: 6; CHRM4 PAM: 2; M5 PAM: 1; M5 antag: -8; M4 antag: -11

What do the screens show for `O=C(CN1C(=O)C2CCCN2c2ncc(Cl)cc21)NCc1ccc2c(c1)OCO2` (configuration not stated)?
CHRM4 agonist: 4; M5 ag: -2; M1 PAM: 0; CRFBP-R2 agonist: 0.2; CHRM4 PAM: -1; M5 PAM: -6; M5 antag: 7; CRFR2-BP antag: -5; M4 antag: 4

Results for CCCCN(C(=O)c1ccncc1)c1c(N)n(CCC)c(=O)[nH]c1=O ?
CHRM4 agonist: 0; M5 ag: 1; M1 PAM: 21; CRFBP-R2 agonist: 0.4; CHRM4 PAM: 6; M5 PAM: 17; M5 antag: 6; CRFR2-BP antag: -3; M4 antag: 2

Results for CCc1cccc(NC(=O)C(NC(=O)C2CCCCC2)C(C)C)c1 (configuration not stated) ?
CHRM4 agonist: 1; M5 ag: -1; M1 PAM: 4; CRFBP-R2 agonist: 1.8; CHRM4 PAM: -11; M5 PAM: 0; M5 antag: -1; CRFR2-BP antag: 22; M4 antag: 23

How did COc1ccc(NC(=O)C2CCCN(S(=O)(=O)c3c(C)n[nH]c3C)C2)cc1 (configuration not stated) do in these assays?
CHRM4 agonist: 1; M5 ag: -2; M1 PAM: 5; CRFBP-R2 agonist: -0.1; CHRM4 PAM: 3; M5 PAM: -5; M5 antag: 14; CRFR2-BP antag: 4; M4 antag: -9

How did CCOC(=O)c1[nH]c(C)c(C(=O)OCC(=O)NC(C)c2ccc(F)cc2)c1C (configuration not stated) do in these assays?
CHRM4 agonist: 4; M5 ag: 4; M1 PAM: 5; CRFBP-R2 agonist: 1.2; CHRM4 PAM: 1; M5 PAM: 0; M5 antag: 11; CRFR2-BP antag: 6; M4 antag: -7

What do the screens show for `Cc1ccc(C(=O)NCC(=O)N2CCc3ccccc3C2)cc1C`?
CHRM4 agonist: 1; M5 ag: 0; M1 PAM: 18; CRFBP-R2 agonist: 0.5; CHRM4 PAM: 4; M5 PAM: 1; M5 antag: 1; CRFR2-BP antag: -11; M4 antag: -5

What do the screens show for `COc1ccc(C(=O)O/N=C(\C)c2nccs2)cc1`?
CHRM4 agonist: 1; M5 ag: 0; M1 PAM: 0; CRFBP-R2 agonist: -0.1; CHRM4 PAM: 2; M5 PAM: -5; M5 antag: 18; CRFR2-BP antag: 0; M4 antag: -7

Results for CCOC(=O)c1c(-c2ccccc2)oc2ccc(OC(C)C(=O)O)cc12 (configuration not stated) ?
CHRM4 agonist: 0; M5 ag: -3; M1 PAM: 1; CRFBP-R2 agonist: -0.9; CHRM4 PAM: 1; M5 PAM: 9; M5 antag: -1; CRFR2-BP antag: 52*; M4 antag: -3

How did O=[N+]([O-])c1ccc(Nc2nc(N/N=C/c3cccc(F)c3)nc(N3CCCC3)n2)cc1 do in these assays?
CHRM4 agonist: 2; M5 ag: -3; M1 PAM: -10; CRFBP-R2 agonist: -0.6; CHRM4 PAM: 1; M5 PAM: -1; M5 antag: 3; CRFR2-BP antag: 15; M4 antag: -5

What do the screens show for `Cc1ccc(C(C)C)cc1OCC(=O)Nc1ccc(N2CCCCC2)cc1`?
CHRM4 agonist: -1; M5 ag: 0; M1 PAM: 1; CRFBP-R2 agonist: 1.1; CHRM4 PAM: -6; M5 PAM: 2; M5 antag: 6; CRFR2-BP antag: -13; M4 antag: -12

What do the screens show for `CN1C(=O)CC(C(=O)O)SC1=Nc1ccc(F)cc1` (configuration not stated)?
CHRM4 agonist: 1; M5 ag: 2; M1 PAM: 3; CRFBP-R2 agonist: -0.9; CHRM4 PAM: 1; M5 PAM: -4; M5 antag: -1; CRFR2-BP antag: 1; M4 antag: -5

Results for COc1cc(NC(=O)c2ccccc2-c2ccccc2)cc(OC)c1 ?
CHRM4 agonist: -1; M5 ag: -4; M1 PAM: -7; CRFBP-R2 agonist: -1.6; CHRM4 PAM: -8; M5 PAM: -4; M5 antag: -5; CRFR2-BP antag: 37; M4 antag: 6

Results for C/C(=N\NC(=O)C1(C)CC1(Br)Br)c1ccc([N+](=O)[O-])cc1 (configuration not stated) ?
CHRM4 agonist: 2; M5 ag: -1; M1 PAM: 5; CRFBP-R2 agonist: 0.0; CHRM4 PAM: -6; M5 PAM: 0; M5 antag: -13; CRFR2-BP antag: -25; M4 antag: -8

How did CCOC(=O)Cc1csc(NC(=O)CSc2nc(-c3ccccc3)c(C#N)c(=O)[nH]2)n1 do in these assays?
CHRM4 agonist: 0; M5 ag: -3; M1 PAM: -7; CRFBP-R2 agonist: 0.3; CHRM4 PAM: 10; M5 PAM: -1; M5 antag: -4; CRFR2-BP antag: 18; M4 antag: -4

How did Cc1cnc(NC(=O)c2cccc(S(=O)(=O)N3CCOCC3)c2)s1 do in these assays?
CHRM4 agonist: 2; M5 ag: 1; M1 PAM: 5; CRFBP-R2 agonist: -0.5; CHRM4 PAM: 6; M5 PAM: -3; M5 antag: 2; CRFR2-BP antag: -10; M4 antag: -6

How did CCOc1ccc(S(=O)(=O)N2CCC(C(=O)NCCc3ccc(S(N)(=O)=O)cc3)CC2)cc1 do in these assays?
CHRM4 agonist: 1; M5 ag: -4; M1 PAM: 11; CRFBP-R2 agonist: -1.2; CHRM4 PAM: 4; M5 PAM: -1; M5 antag: 6; CRFR2-BP antag: -8; M4 antag: -4

Results for C/C(=C\c1ccco1)C1C(C#N)=C(N)OC2=C1C(=O)CC(C)(C)C2 (configuration not stated) ?
CHRM4 agonist: 0; M5 ag: -1; M1 PAM: 5; CRFBP-R2 agonist: 1.5; CHRM4 PAM: -3; M5 PAM: 10; M5 antag: -9; CRFR2-BP antag: 9; M4 antag: 3

4 neighbouring records already listed, quoted:
What do the screens show for `Cc1cc(F)ccc1-c1cc(C(=O)NCc2cccs2)[nH]n1`?
CHRM4 agonist: 2; M5 ag: 0; M1 PAM: 6; CHRM4 PAM: 2; M5 PAM: 1; M5 antag: -8; M4 antag: -11

What do the screens show for `O=C(CN1C(=O)C2CCCN2c2ncc(Cl)cc21)NCc1ccc2c(c1)OCO2` (configuration not stated)?
CHRM4 agonist: 4; M5 ag: -2; M1 PAM: 0; CRFBP-R2 agonist: 0.2; CHRM4 PAM: -1; M5 PAM: -6; M5 antag: 7; CRFR2-BP antag: -5; M4 antag: 4

Results for CCCCN(C(=O)c1ccncc1)c1c(N)n(CCC)c(=O)[nH]c1=O ?
CHRM4 agonist: 0; M5 ag: 1; M1 PAM: 21; CRFBP-R2 agonist: 0.4; CHRM4 PAM: 6; M5 PAM: 17; M5 antag: 6; CRFR2-BP antag: -3; M4 antag: 2

Results for CCc1cccc(NC(=O)C(NC(=O)C2CCCCC2)C(C)C)c1 (configuration not stated) ?
CHRM4 agonist: 1; M5 ag: -1; M1 PAM: 4; CRFBP-R2 agonist: 1.8; CHRM4 PAM: -11; M5 PAM: 0; M5 antag: -1; CRFR2-BP antag: 22; M4 antag: 23

Next part
Results for COc1cccc2cc(-c3nc4ccccc4o3)c(=O)oc12 ?
CHRM4 agonist: 2; M5 ag: 0; M1 PAM: 16; CRFBP-R2 agonist: -11; CHRM4 PAM: 7; M5 PAM: 6; M5 antag: -10; CRFR2-BP antag: 7; M4 antag: -14

What do the screens show for `CC1CCCC(C)N1C(=O)COC(=O)CNC(=O)c1sc2ccccc2c1Cl` (configuration not stated)?
CHRM4 agonist: 6; M5 ag: -1; M1 PAM: 4; CRFBP-R2 agonist: -1.4; CHRM4 PAM: 9; M5 PAM: 1; M5 antag: -1; CRFR2-BP antag: 7; M4 antag: -14

How did CCOc1ccc(NC(=O)Nc2nnc(CC)s2)cc1 do in these assays?
CHRM4 agonist: 3; M5 ag: 4; M1 PAM: 5; CRFBP-R2 agonist: 0.4; CHRM4 PAM: 2; M5 PAM: -2; M5 antag: -5; CRFR2-BP antag: -5; M4 antag: -3

How did NC1(N)OC(CN2C(=O)c3ccccc3C2=O)CS1 (configuration not stated) do in these assays?
CHRM4 agonist: 1; M5 ag: -2; M1 PAM: 9; CRFBP-R2 agonist: -1.0; CHRM4 PAM: 16; M5 PAM: 3; M5 antag: 12; CRFR2-BP antag: -6; M4 antag: -1

How did Cc1cccc(NC(=O)Cn2c(O)c(N=NC(N)=S)c3ccccc32)c1 do in these assays?
CHRM4 agonist: 4; M5 ag: 5; M1 PAM: 7; CRFBP-R2 agonist: -0.8; CHRM4 PAM: 4; M5 PAM: -2; M5 antag: 7; CRFR2-BP antag: 9; M4 antag: -8

What do the screens show for `Cc1ccc(C(=O)N2CCN(c3ccc([N+](=O)[O-])cc3)CC2)o1`?
CHRM4 agonist: 5; M5 ag: -3; M1 PAM: -3; CRFBP-R2 agonist: -1.4; CHRM4 PAM: 0; M5 PAM: -7; M5 antag: 10; CRFR2-BP antag: 6; M4 antag: -9

How did Cc1ccccc1C(=O)Nc1cccc(NC(=O)c2cccnc2)c1 do in these assays?
CHRM4 agonist: 8; M5 ag: 2; M1 PAM: -1; CRFBP-R2 agonist: -1.1; CHRM4 PAM: 0; M5 PAM: -7; M5 antag: 5; CRFR2-BP antag: -6; M4 antag: -12

What do the screens show for `CCc1nc2ccc(C(=O)N3CCCC(C(N)=O)C3)cn2c1N(C)Cc1ccc(OC)cc1` (configuration not stated)?
CHRM4 agonist: 1; M5 ag: -4; M1 PAM: -24; CHRM4 PAM: -10; M5 PAM: 4; M5 antag: -11; M4 antag: 2

How did COc1ccc(C(NC(C)=O)c2c(O)ccc3ccccc23)cc1OC (configuration not stated) do in these assays?
CHRM4 agonist: 3; M5 ag: -1; M1 PAM: 6; CRFBP-R2 agonist: -1.8; CHRM4 PAM: 6; M5 PAM: 4; M5 antag: 2; CRFR2-BP antag: -13; M4 antag: 6

Results for C=CCN1C(=O)CSc2ccc(C(=O)NC3CCCCC3)cc21 ?
CHRM4 agonist: 3; M5 ag: -5; M1 PAM: -1; CRFBP-R2 agonist: -1.1; CHRM4 PAM: -2; M5 PAM: 0; M5 antag: 4; CRFR2-BP antag: 0; M4 antag: 7

How did Cc1ccc(Cl)cc1N1CCN(C(=O)c2cc3c(=O)n(C)c4ccccc4c3n2C)CC1 do in these assays?
CHRM4 agonist: 3; M5 ag: -2; M1 PAM: -1; CRFBP-R2 agonist: -0.2; CHRM4 PAM: 2; M5 PAM: -3; M5 antag: 4; CRFR2-BP antag: 1; M4 antag: -12

Results for CCOC(=O)CC1=C(C(=O)OCC)C(c2cc(OC)c(OC)cc2OC)C(C#N)=C(N)O1 (configuration not stated) ?
CHRM4 agonist: 1; M5 ag: 0; M1 PAM: 0; CRFBP-R2 agonist: -0.7; CHRM4 PAM: 1; M5 PAM: -7; M5 antag: 7; CRFR2-BP antag: -5; M4 antag: 4

Bioassay records as filed in PubChem.
